Screening data (PubChem)
ASM inhibitor: inhibitors of human secretory acid sphingomyelinase; P17405; placental ASM, HMU-PC fluorogenic substrate, 60 min; Potency, µM (highest dose often 57.5 µM), for inactives: at the highest dose activity change, negative = inhibition, most hits filed as inhibitors; hit rate 0.006% among 340,000; AID 504937; further: potency means the concentration at half of the fitted maximal effect
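Fluorescence read-out (Ex 386 nm, Em 447 nm) after stopping the reaction at pH 10. Enzyme: ASM from human placenta; substrate HMU-PC0, 9 uM final; 60 min, 37 °C. Compound preincubation 10 min, ambient temperature.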
a7 integrin act: activators of alpha7 integrin expression for muscular dystrophy. alpha7betagal myoblasts, beta-gal FDG fluorescence, 48 h. Potency, µM (top dose mostly 38.3 µM), for the others: top-dose activation, hits mostly activators. hit rate 0.064% among 350,000. AID 624291;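 further: potency means the concentration at half of the fitted maximal effect; 100% = response of the positive control SU9516; nearly all actives have a fitted effect of over 60% in size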
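alpha7betagal+/- myoblasts (passage 13, 250/well) treated 48 h at 37C with compounds at 1:260 dilution of DMSO stock. Lysed, then beta-galactosidase activity read as FDG fluorescence (ex 480/em 540) after 30 min, with pre-read for autofluorescence.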
Mito fusion act: inhibitors of mitochondrial division or activators of mitochondrial fusion. S. cerevisiae fusion-defective mutant growth rescue, CellTiterGlo 48 h. Potency, µM (titrated, usually from 46.1 µM), inactives show top-dose growth rescue (activation), most hits filed as activators. hit rate 0.23% among 320,000. AID 485298;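 further: potency means the concentration at half of the fitted maximal effect; % of control where 0% means no effect; nearly all actives have a fitted effect of over 45% in size; temperature-sensitive fusion mutants such as fzo1-1 at 37 °C on non-fermentable ethanol glycerol medium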
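Compounds are tested for their ability to restore growth of mitochondrial fusion-defective yeast strains at non-permissive 37C in YPEG medium over 48 hours. Viability is quantified by luciferase luminescence.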
Tb PFK block: T. brucei PFK enzyme inhibition; T. brucei PFK, ADP-Glo luminescence; Potency, µM (top dose mostly 57.5 µM), inactives show at the highest dose activity, negative = inhibition, usual class: inhibitors; hit rate 0.17% among 330,000; AID 485367;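 further: potency means the concentration at half of the fitted maximal effect; 0% = uninhibited 1x PFK enzyme wells and -100% = no-enzyme wells; nearly all actives have a fitted effect of over 60% in size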
Target sequence (O15648 whole entry, looked up): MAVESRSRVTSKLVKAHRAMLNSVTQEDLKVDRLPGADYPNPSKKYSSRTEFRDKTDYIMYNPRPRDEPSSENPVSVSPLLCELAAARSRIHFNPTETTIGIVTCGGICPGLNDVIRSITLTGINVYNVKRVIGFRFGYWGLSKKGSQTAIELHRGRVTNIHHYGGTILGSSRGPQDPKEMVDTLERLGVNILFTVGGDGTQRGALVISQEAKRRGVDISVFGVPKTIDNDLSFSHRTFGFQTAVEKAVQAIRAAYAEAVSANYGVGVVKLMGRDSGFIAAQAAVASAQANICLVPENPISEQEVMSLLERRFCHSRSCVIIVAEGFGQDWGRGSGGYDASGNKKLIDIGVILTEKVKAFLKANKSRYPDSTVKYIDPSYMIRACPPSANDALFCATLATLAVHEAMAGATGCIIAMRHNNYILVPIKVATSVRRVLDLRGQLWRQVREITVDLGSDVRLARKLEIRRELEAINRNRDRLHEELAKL
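Luminescent ADP detection (ADP-Glo, two-step: ATP depletion then ADP-to-ATP conversion for luciferase) reported PFK activity after 45 min room-temperature reaction of 1.25 nM enzyme with 0.5 mM F6P and 0.1 mM ATP at pH 8.0.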
TSHR antagonist: blocks TSH signaling through the human TSH receptor | P16473 | TSHR-expressing cells, TSH-stimulated cAMP HTRF, 2 h; hits give low values | activity change, negative = inhibition, % at 11.5 µM | hit rate 0.2% among 330,000;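 active means activity change below a set negative limit, meaning inhibition stronger than a set level, cut at about -70% in these data; inconclusive means activity change between two set negative limits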; further: on the % scale 0 is the no-effect control and ±100 the full control effect
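Freshly harvested TSHR cells receive pin-tooled compound, then EC80 TSH at 4nM final. After 2 hours at 37 deg C, antibody in lysis buffer and cAMP-d2 are added; 30 minutes at ambient temperature precede the HTRF read.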
Chronic BCR inh: blocks chronic active B-cell receptor signaling | ABC-DLBCL IkBa-CBG/CBR reporter, luminescence ratio, 4 h | Potency, µM (series often up to 46.1 µM), for inactives: at the highest dose ratio change, negative = lower green/red ratio, usual class: inhibitors | hit rate 0.05% among 340,000 | AID 493014; active means well fitted inhibition curve with a large enough effect in the signal ratio, with a control signal flat, not every such curve was filed as active; inconclusive means small, poorly fitted or top-dose-only effect, or effect the other way, or a change in a side signal; the % refers to the signal ratio;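 further: potency means the concentration at half of the fitted maximal effect; plate controls were basal doxycycline-induced cells for no effect and cells given 10 µM MG132 for full effect; MG132 reads +100%, hits lower the ratio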
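Concentration-response series (up to 46 uM) were applied to TMD8 dual-reporter cells for 4 h at 37C with doxycycline. Green/red ratio, after filter-overlap correction, defined %Activity; red signal alone was normalised to basal cells and zero luminescence.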
ELG1 DNA repair: ELG1-dependent DNA repair inhibition. HEK293T ELG1-luciferase reporter, luminescence, 16 h; DNA damage induced by 5-fluorouridine. Potency, µM (highest dose often 46.1 µM), inactives show at the top dose activity change, negative = inhibition, hits mostly inhibitors. hit rate 2.3% among 330,000. AID 504467; further: potency means the concentration at half of the fitted maximal effect; on the % scale 0 is the no-effect control and ±100 the full control effect; nearly all actives have a fitted effect of over 55% in size
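5-Fluorouridine DNA damage + compound/DMSO, 2,000 cells/well, 16 h, 37 °C/5% CO2. ONE-Glo, 30 min RT, luminescence. Readout = decrease in reporter signal.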
TCR act: activators of T cell receptors | primary human leukocytes, anti-CD3, IL-2 HTRF, 48 h | Potency, µM (titrated, usually from 9.22 µM), without a hit: top-dose activation of IL-2 secretion, most hits filed as activators | 330,000 tested, under 10 active | AID 504894; further: % of control where 0% means no effect
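Primary human leukocytes receive a-CD3 beads and test compound and are incubated 48 hr. Secreted IL-2 is then assayed by HTRF, measuring 665nm acceptor emission after 320nm excitation of the europium donor.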
A-T KAP1 phos: potential ataxia-telangiectasia treatments restoring KAP-1 phosphorylation. […] A-T fibroblasts, KAP-1 phosphorylation AlphaLISA; neocarzinostatin DNA damage 30 min before lysis. Potency, µM (titrated, usually from 57.5 µM), inactives show at the top dose activation, usual class: activators. hit rate 0.19% among 320,000. AID 485349; further: potency means the concentration at half of the fitted maximal effect; % of control where 0% means no effect; nearly all actives have a fitted effect of over 45% in size
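ATM-like activity read as KAP-1 phosphorylation via AlphaLISA donor/acceptor antibody pairs after lysis and 6 hr at 25C. Cells were ATM-null patient fibroblasts ([…], hTERT), dosed 60 min, then exposed to the DSB inducer NCS for 30 min.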
Eya2 phos inh: Eya2 (human) phosphatase inhibition; O00167; recombinant Eya2, OMFP fluorescence dephosphorylation (OMFP is methylfluorescein phosphate); Potency, µM (highest dose often 76.9 µM), for inactives: at the highest dose activity, negative = inhibition, actives largely listed as inhibitors; hit rate 0.006% among 330,000; further: potency means the concentration at half of the fitted maximal effect; on the % scale 0 is the no-effect control and ±100 the full control effect
Target sequence (O00167 whole entry, looked up): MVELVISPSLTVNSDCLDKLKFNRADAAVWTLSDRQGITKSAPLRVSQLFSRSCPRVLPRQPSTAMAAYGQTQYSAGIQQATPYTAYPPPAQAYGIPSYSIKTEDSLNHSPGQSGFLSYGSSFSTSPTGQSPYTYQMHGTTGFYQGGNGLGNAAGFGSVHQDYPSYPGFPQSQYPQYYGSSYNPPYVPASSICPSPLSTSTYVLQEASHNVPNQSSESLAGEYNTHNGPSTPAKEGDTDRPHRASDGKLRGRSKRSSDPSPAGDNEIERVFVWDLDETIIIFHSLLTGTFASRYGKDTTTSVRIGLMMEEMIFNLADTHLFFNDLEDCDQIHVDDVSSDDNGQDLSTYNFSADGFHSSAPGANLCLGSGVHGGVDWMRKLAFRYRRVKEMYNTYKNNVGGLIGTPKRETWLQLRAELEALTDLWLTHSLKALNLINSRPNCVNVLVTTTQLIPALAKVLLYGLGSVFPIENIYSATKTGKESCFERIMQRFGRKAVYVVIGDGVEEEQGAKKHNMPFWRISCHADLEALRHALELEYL
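Eya2 (0.2 uM) preincubated 10 min at ambient with compound, then OMFP substrate added at 50 uM; 10 min reaction in 50 mM HEPES pH 7.5, 50 mM NaCl, 5 uM MgCl2, 0.05% BSA, 1 mM DTT. Fluorescence read at Ex 485/Em 525 nm.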
PTAP TSG101 blk: blocks PTAP/TSG101 interaction to inhibit HIV-1 budding | Fluorescence polarization, FITC-PTAP peptide / Tsg101 binding | Potency, µM (highest dose often 115 µM), for inactives: top-dose activity change, negative = inhibition, most hits filed as inhibitors | 340,000 tested, under 10 active; active means well fitted inhibition curve with a large enough effect in the main read-out, with a control signal flat, not every such curve was filed as active; inconclusive means small, poorly fitted or top-dose-only effect, or effect the other way, or a change in a side signal; inactive means no such curve, though single readings can be large or run the other way; further: potency means the concentration at half of the fitted maximal effect; % of control where 0% means no effect
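Steps: Tsg101 binding domain dispensed (10 uM final), compounds pinned in DMSO, FITC-labeled PTAP-motif peptide added (50 nM final); after 20 min binding at room temperature, polarization measured.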
* hit, by the source's call; i = inactive; u = inconclusive; x = no result given; & = joins results of further samples; [ ] = another dose, or the depositor's remark. Unless noted, the call rests on the fitted dose curve; in most records, active means well fitted curve in the direction sought with a large enough effect; inconclusive means small, poorly fitted or top-dose-only effect, or another doubt; inactive means no such curve, though single readings can be large; an effect the other way counts as inactive or inconclusive. Not a hit list. About 3.2% of those tested had a hit in this group.

Results follow in this order: ELG1 DNA repair, TSHR antagonist, a7 integrin act, Tb PFK block, TCR act, A-T KAP1 phos, Mito fusion act, ASM inhibitor, PTAP TSG101 blk, Eya2 phos inh, Chronic BCR inh
1	O=C(NC(=S)Nc1ccccc1N1CCOCC1)c1ccc(-c2ccccc2F)o1
 : u, -6.0, -13.1%, 2.2%, 11.2%, 1.1%, -4.3%, 4.2%, -0.3%, 6.1%, 3.3%
2	Cc1ccc(S(=O)(=O)N2CCN(C(C)C(=O)N3CCCc4ccccc43)CC2)cc1 (stereo not given)
 : -6.1%, -20.0, 0.0%, -0.3%, 8.0%, 7.3%, 2.7%, 4.3%, -0.2%, -7.6%, 8.6%
3	Cc1cc(OCC(=O)Nc2ccc(CCO)cc2)c2c(C)c(C)c(=O)oc2c1
 : u, -5.0, -12.5%, 1.5%, -6.1%, -2.7%, -4.4%, -2.2%, -6.5%, -2.4%, -7.2%
4	CCC(Oc1ccccc1)C(=O)NCc1ccc(S(N)(=O)=O)cc1 (stereo not given)
 : -2.7%, -1.3, 14.1%, -2.0%, 4.9%[46.1 µM], 4.3%, -1.1%, 4.1%, -3.0%, -1.9%, 1.9%
5	CCOC(=O)CNC(=O)C(=O)c1c(O)[nH]c2ccccc12
 : -5.4%, -5.4, 2.0%, -1.4%, 9.2%, -1.9%, 0.0%, 1.7%, -12.9%, 6.7%, -0.1%
6	Cc1[nH]c2ccccc2c1C(=O)C(=O)NCCc1ccc(S(N)(=O)=O)cc1
 : -2.5%, -0.4, 7.5%, -2.5%, -1.8%[46.1 µM], 1.8%, -0.6%, -1.2%, -5.5%, -10.7%, 1.4%
7	COc1cc(C(=O)NCCNC(=O)c2ccc(C)nc2)cc(OC)c1OC
 : -2.7%, -3.8, 5.7%, 2.9%, -6.5%, -3.2%, -3.0%, 6.0%, 0.2%, 3.3%, -4.8%
8	O=C(NCc1ccco1)/C(=C/c1cccc([N+](=O)[O-])c1)NC(=O)c1ccco1
 : 25.8%, -0.8, 0.0%, -9.0%, 2.9%, -6.5%, 23.0%, 3.7%, 1.5%, 11.8%, -2.9%
9	Cc1nnc(N/N=C/c2ccc(-c3ccc(Br)cc3)o2)n1N
 : 1.7%, 20.9, 1.4%, -1.7%, 6.1%, 13.4%, 20.6%, 87.7%[activator], -1.1%, 0.1%, u
10	CCCCOC(=O)C1=C(C)NC(=O)NC1c1ccc(OC)cc1 (stereo not given)
 : -5.3%, 8.8, 2.2%, 0.6%, 4.9%, 15.1%, 1.6%, 2.5%, -2.6%, -4.5%, -0.2%
11	COC(=O)c1c2c(nc3ccccc13)CCC2
 : 11.0%, -2.5, -3.4%, 1.2%, 4.0%, 1.0%, 2.3%, -2.6%, -6.7%, -2.9%, 5.2%
12	Cn1ncc(Br)c1C(=O)N1CCCC1
 : 0.0%, 8.9, -19.5%, -14.3%, x, -15.2%, 7.6%, -0.2%, -1.0%, 3.5%, -6.2%
13	OCCSc1nc(N2CCOCC2)nc(N2CCOCC2)n1
 : u, -5.4, -9.5%, -3.7%, -17.1%, -3.6%, 3.3%, 3.4%, -3.8%, 8.4%, u
14	O=C(NCC1CCCO1)c1cc(NS(=O)(=O)c2cccs2)cc(NS(=O)(=O)c2cccs2)c1 (stereo not given)
 : 5.8%, 0.4, -5.8%, u, -3.5%, 1.5%, -5.0%, -2.2%, -8.6%, -2.7%, 10.2%
15	CC(=O)Nc1nnc(S(N)(=O)=O)s1
 : 13.5%, -5.1&4.3, x, -0.6%, 56.6%, 14.4%, -15.9%&0.2%, -0.5%, -1.8%, 0.3%&5.1%, -5.9%
16	O=C(NN1CCOCC1)c1ccco1
 : 12.0%, 0.1, 2.0%, -9.4%, 10.4%, 9.1%, -0.2%, 3.1%, 1.2%, -16.5%, -0.5%
17	Clc1ccc(-c2nnc(SCc3nc4ccccc4s3)o2)cc1
 : u, -19.3, -2.1%, -6.1%, 0.7%[46.1 µM], 0.0%, -0.5%, -5.8%, 2.2%, -0.1%, u
18	CCCC(=O)Nc1ccc(N2CCN(C(=O)c3cccs3)CC2)cc1
 : 3.3%, -5.6, 10.7%, -1.9%, -6.8%, -1.3%, -0.5%, 1.7%, -2.7%, 13.1%, u
19	CCOC(=O)Nc1ccc2c(C)cc(=O)oc2c1
 : u, 19.3, 17.6%[7.66 µM], -3.8%, 6.9%, 4.4%, -0.7%, 2.0%, -4.7%, 10.5%, 0.5%
20	CCc1nc2c(C#N)c(-c3ccc(Cl)cc3)ccn2n1
 : u, -0.1, 14.2%, -1.3%, -0.7%, 1.9%, 6.9%, -1.6%, -7.0%, -0.8%, 2.8%
21	COC(=O)C1C/C(=N\NS(=O)(=O)c2ccc(C)cc2)c2ccccc2C1 (stereo not given)
 : -1.6%, 4.5, u, 0.7%, -0.7%, 1.4%, 4.1%, -0.5%, -5.9%, 5.9%, 4.5%
22	CCCCn1c(-c2cccs2)nc2nc3ccccc3nc21
 : u, 0.9, 0.3%, -0.5%, -4.0%, 3.8%, 1.4%, i, -7.8%, -7.6%, 19.1%
23	CCOc1ccc(NS(=O)(=O)c2ccc(C(=O)NCC3(N4CCCCC4)CCCCC3)cc2)cc1
 : 18.3%, -3.4, -41.1%, -0.2%, -3.3%, 6.5%, 0.5%, 1.7%, 0.2%, 3.8%, -0.1%
24	O=C(CC1C[C@H](C(=O)N2CCOCC2)[C@@]2(CCC3CCCC3)c3[nH]c4ccccc4c3CCN2C1=O)NCCc1ccccn1 (stereo not given in full)
 : 3.1%, 10.8, -2.6%, 0.1%, 9.4%, -4.3%, x, 6.4%, -2.2%, 0.6%, -1.4%
25	CC(=C/c1ccc(C(C)C)cc1)/C=N/NC(=O)Cn1nc(C)cc1C
 : -19.4%, 4.7, -23.3%, 0.3%, 4.9%, 2.5%, 3.6%, -1.9%, -3.4%, -1.5%, 3.7%
26	Cc1cccc2cc(CN(CCCO)C(=O)Nc3cccc(Cl)c3)c(=O)[nH]c12
 : 13µM*, -5.5, 6.4%, 1.5%, -26.1%, 2.0%, 8.0%, -11.5%, -3.9%, -4.2%, u
27	Cc1c(CCO)c(=O)[nH]n1C(=O)c1ccc(F)cc1
 : u, 3.6, 19.2%, -0.7%, -0.3%, 3.5%, -2.9%, 2.7%, -3.1%, -13.3%, u
28	c1ccc(COc2ccc(OCCCN3CCCC3)cc2)cc1
 : u, 9.0, -24.1%, -5.4%, -1.0%[46.1 µM], -1.8%, -10.2%, 1.2%, -2.0%, 0.5%, 3.9%
29	O=C(C1=C(O)C(=O)N(CCN2CCOCC2)C1c1ccccn1)c1cccs1 (stereo not given)
 : 25.1%, 4.5, 16.0%, -3.7%, -3.7%, -1.5%, -6.5%, -1.6%, -4.5%, 10.2%, u
30	CCCn1c(SC(C)C(=O)NC2CCCC2)n[nH]c1=O (stereo not given)
 : -4.5%, -4.4, 0.4%, 0.1%, 2.7%, -2.3%, -6.6%, 0.7%, -3.9%, -1.7%, 5.2%
31	Cc1ccc(NC(=O)Nc2nc(-c3ccc(C)s3)cs2)cc1
 : 0.0%, -15.8, 2.8%, 7.3%, -4.0%, 1.5%, -1.4%, -0.6%, 0.3%, 0.8%, 4.9%
32	CCOc1ccc(NC(=O)CCC(=O)c2ccc(Br)cc2)cc1
 : -13.5%, -13.2, -27.3%, 4.6%, x, 6.6%, 0.8%, -3.2%, -1.4%, 10.6%, 3.5%
